BLM helicase inh: blocks DNA unwinding by human BLM helicase | P54132 | recombinant BLM DNA unwinding, fluorescence dequenching | Potency, µM (doses to about 56.1 µM), inactives show at the highest dose activity change, negative = inhibition, usual class: inhibitors | actives 0.2% (n = 350,000) | AID 2528;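 note: potency is the fitted concentration of half-maximal effect; plate controls were vehicle for no effect and no enzyme for full effect; nearly all actives have a fitted effect of over 35% in size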
Target sequence (P54132 whole entry, looked up): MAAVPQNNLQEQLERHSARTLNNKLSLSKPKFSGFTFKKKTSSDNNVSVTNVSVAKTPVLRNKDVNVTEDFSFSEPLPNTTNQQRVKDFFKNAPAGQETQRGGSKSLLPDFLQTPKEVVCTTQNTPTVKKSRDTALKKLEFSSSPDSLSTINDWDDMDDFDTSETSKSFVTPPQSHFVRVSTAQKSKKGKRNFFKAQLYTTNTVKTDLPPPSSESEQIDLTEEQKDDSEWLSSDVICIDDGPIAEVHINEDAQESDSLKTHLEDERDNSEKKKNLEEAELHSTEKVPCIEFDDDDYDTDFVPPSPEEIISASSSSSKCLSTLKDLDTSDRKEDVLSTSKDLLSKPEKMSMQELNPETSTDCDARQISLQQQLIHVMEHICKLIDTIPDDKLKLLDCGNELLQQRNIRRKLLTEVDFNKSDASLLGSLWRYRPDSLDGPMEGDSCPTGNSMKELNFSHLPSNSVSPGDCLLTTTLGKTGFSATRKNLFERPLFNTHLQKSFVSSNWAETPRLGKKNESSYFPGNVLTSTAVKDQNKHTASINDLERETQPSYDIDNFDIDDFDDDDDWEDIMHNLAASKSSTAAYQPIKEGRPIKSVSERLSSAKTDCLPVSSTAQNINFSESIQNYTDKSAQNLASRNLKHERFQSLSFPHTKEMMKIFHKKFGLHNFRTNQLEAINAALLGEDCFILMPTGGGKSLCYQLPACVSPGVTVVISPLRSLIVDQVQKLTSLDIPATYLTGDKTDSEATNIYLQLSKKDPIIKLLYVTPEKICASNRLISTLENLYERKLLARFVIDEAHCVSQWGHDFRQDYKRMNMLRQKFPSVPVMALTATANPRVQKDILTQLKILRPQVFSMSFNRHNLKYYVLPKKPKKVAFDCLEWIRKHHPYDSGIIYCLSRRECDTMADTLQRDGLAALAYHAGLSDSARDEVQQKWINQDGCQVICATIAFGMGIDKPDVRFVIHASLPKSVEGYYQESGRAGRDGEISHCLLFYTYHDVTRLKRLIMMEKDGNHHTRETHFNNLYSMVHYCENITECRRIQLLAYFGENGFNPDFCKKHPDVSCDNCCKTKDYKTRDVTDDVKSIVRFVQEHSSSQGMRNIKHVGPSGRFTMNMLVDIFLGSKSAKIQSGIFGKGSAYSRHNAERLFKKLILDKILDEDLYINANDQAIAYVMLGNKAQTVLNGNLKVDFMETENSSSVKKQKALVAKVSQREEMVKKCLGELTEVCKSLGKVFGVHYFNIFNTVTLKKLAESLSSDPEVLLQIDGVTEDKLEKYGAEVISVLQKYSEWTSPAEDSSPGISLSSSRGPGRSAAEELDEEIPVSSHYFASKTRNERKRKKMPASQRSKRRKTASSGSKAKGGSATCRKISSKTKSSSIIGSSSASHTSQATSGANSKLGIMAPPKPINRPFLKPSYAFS
RXFP1 antagonist: RXFP1 (human) relaxin receptor antagonism; Q9HBX9; HEK293-RXFP1, relaxin-stimulated cAMP HTRF, 30 min; active compounds read low; activity change, negative = inhibition, % at 57.5 µM; actives 0.59% (n = 350,000); AID 1259400;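 active = activity change of -60% or lower, but not beyond a set lower limit; inconclusive = change between -60% and -40%, or beyond the set limit; inactive = change above -40%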; note: % is set by controls: 0 for no effect and ±100 for the full control effect
PGK inhibitor: blocks T. brucei phosphoglycerate kinase; Potency, µM (highest dose often 57.5 µM), inactives show at the highest dose activity change, negative = inhibition, usual class: inhibitors; PGK/GAPDH coupled, Kinase-Glo luminescence, 60 min; actives 0.043% (n = 380,000); P07378; note: potency is the fitted concentration of half-maximal effect; % is set by controls: 0 for no effect and ±100 for the full control effect; nearly all actives have a fitted effect of over 60% in size
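Luminescent ATP detection (Kinase-Glo Plus) follows a 60-minute room-temperature incubation, with wells lacking PGK as controls. Buffer: 100 mM TEA (pH 7.6), 5 mM MgCl2, 0.01% Tween-20. Coupling enzyme GAPDH (100 nM final) supplies unstable 1,3-BPG in-well.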
Pol kappa inh: inhibitors of human DNA polymerase kappa; Q9UBT6; purified Pol kappa, fluorescent DNA synthesis assay, 10 min; Potency, µM (highest dose often 107 µM), for inactives: at the top dose activity, negative = inhibition, usual class: inhibitors; actives 0.53% (n = 400,000); AID 588579; note: potency is the fitted concentration of half-maximal effect; % is set by controls: 0 for no effect and ±100 for the full control effect
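Kinetic fluorescence screen: compound preincubated 15 min RT with 10 nM enzyme; 50 nM substrate (final) initiates; reads at 0/10 min.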
Apoferritin bind: binds horse apoferritin like a general anesthetic; P02791; apoferritin/1-aminoanthracene competitive binding, fluorescence; Potency, µM (titrated, usually from 77.5 µM), for inactives: at the highest dose activity change, negative = displacement, actives largely listed as inhibitors; actives 0.074% (n = 350,000); note: potency is the fitted concentration of half-maximal effect; % is set by controls: 0 for no effect and ±100 for the full control effect; nearly all actives have a fitted effect of over 20% in size
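Steps: apoferritin (10 uM) was premixed with half-saturated 1-AMA in PBS, compounds were pin-transferred, plates stood 10 min at room temperature, fluorescence was read at 380/535 nm, and curves were fitted with a Hill equation.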
POLH inh: blocks human DNA polymerase eta activity. Potency, µM (doses to about 114 µM), for the others: at the highest dose activity change, negative = inhibition, usual class: inhibitors. recombinant Pol eta, fluorescent DNA replication assay. actives 1.2% (n = 390,000); note: potency is the fitted concentration of half-maximal effect; % is set by controls: 0 for no effect and ±100 for the full control effect
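Fluorescent replication assay: 50 nM final substrate added after a 15 min room-temperature compound preincubation with 10 nM enzyme. Signal taken at 0 min and again at 10 min.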
APE1 inh: APE1 (human) endonuclease inhibition; recombinant APE1, TAMRA/BHQ-2 abasic DNA cleavage fluorescence; Potency, µM (top dose mostly 65.8 µM), for inactives: at the top dose activity change, negative = inhibition, actives largely listed as inhibitors; actives 0.35% (n = 350,000); AID 2517;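 note: potency is the fitted concentration of half-maximal effect; plate controls were vehicle for no effect and reference inhibitor for full effect; nearly all actives have a fitted effect of over 55% in size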
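Compound pre-exposure to 0.75 nM APE1, 15 min at ambient temperature. Reaction initiated with 50 nM TAMRA/BHQ-2 THF substrate, read immediately in kinetic mode, 525 nm excitation, 598 nm emission.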
Pol beta inh: blocks human DNA polymerase beta activity; P06746; Pol beta primer extension/strand displacement, fluorescence kinetic; Potency, µM (titrated, usually from 114 µM), for the others: at the top dose activity change, negative = inhibition, most hits filed as inhibitors; actives 1.3% (n = 340,000); AID 485314; note: potency is the fitted concentration of half-maximal effect; % is set by controls: 0 for no effect and ±100 for the full control effect
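Pol beta (10 nM) and compounds were preincubated 15 min at room temperature, then 50 nM substrate (final) started primer extension/strand displacement. Reads were taken at 0 and 10 min; concentration-response data were fitted to a four-parameter Hill equation.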
POLI inh: inhibitors of human DNA polymerase iota. Q9UNA4. Pol iota fluorescent replication assay, 10 min. Potency, µM (doses to about 115 µM), inactives show at the highest dose activity, negative = inhibition, hits mostly inhibitors. actives 1% (n = 390,000); note: potency is the fitted concentration of half-maximal effect
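Fluorescent replication assay read twice, at 0 min and 10 min after adding 50 nM (final) substrate. Enzyme (10 nM) and compounds were first incubated 15 min at room temperature; enzyme-free buffer wells were negative controls.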
The depositor's hits bear a star; i = inactive; ? = inconclusive; nt = not tested or not shown; [ ] = remark or other dose. Unless noted, calls come from the whole dose curve; as a rule, active = well fitted curve in the direction sought with a large enough effect; inconclusive = small, poorly fitted or top-dose-only effect, or another doubt; inactive = no such curve, though single readings can be large; an effect the other way counts as inactive or inconclusive. An excerpt; count on the stated rates, not on these rows.

canonical_smiles,BLM helicase inh,RXFP1 antagonist,PGK inhibitor,Pol kappa inh,Apoferritin bind,POLH inh,APE1 inh,Pol beta inh,POLI inh
CCCC1=Nc2cc(C(=O)NCc3ccco3)ccc2Sc2ccccc21,-12%,-2,i,-9%,-22%,-22%,-1%,-5%,-26%
COCCCNC(=S)Nc1cccc(S(=O)(=O)NC2=NCCC2)c1,-2%,5,4%,1%,-6%,-19%,2%,4%,41%[activator]
COc1ccccc1-c1nc2c(c(SCC(=O)Nc3ccc(C)c(C)c3)n1)Cc1c(CO)cnc(C)c1O2,-22%,0,-1%,-11%,-15%,?,nt,0%,-2%
N#C/C(=C\c1cccc([N+](=O)[O-])c1)C(=O)NCc1ccc(Cl)cc1,-8%,?,i,2%,-23%,-23%,11%,14%,50%[activator]
COc1ccc(NC(=O)c2cc3c(=O)n(C)c4ccccc4c3n2C)cc1OC,-8%,6,-1%,-2%,161%[activator],-10%,?,0%,1%
CC(NC(=O)c1ccccc1NC(=O)c1ccccc1)C(=O)N1CCOCC1 (stereo not drawn),0%,9,-11%,-16%,3%,-12%,3%,?,3%
OCC1(CCOc2ccccc2)CCN(Cc2nc3ccc(F)cc3[nH]2)CC1,-1%,-9,i,-12%,-12%,-11%,1%,24%,57%[activator]
CC(C)OC(=O)CSc1nc(-c2ccc(F)cc2)nc2ccc(F)cc12,-1%,-2,-10%,-2%,-14%,-10%,5%,-2%,1%
Clc1ccc2nc(N3CCN(c4ccccc4)CC3)sc2c1,1%,4,i,-14%,8%,-13%,8%,-1%,23%
COc1ccccc1C1/C(=C(/O)c2ccccc2)C(=O)C(=O)N1CCO (stereo not drawn),-3%,-7,-5%,-5%,-14%,-2%,-3%,23%,-6%
O=C(Nc1ccc(Br)cc1Cl)c1cnccn1,-2%,27,-5%,-34%,-2%,40µM*,1%,5%,?
COc1cc(C2C3=C(CC(C)(C)CC3=O)N(C)C(=O)N2C)cc(OC)c1OC (stereo not drawn),-2%,17,7%,-5%,-9%,-18%,5%,16%,19%
CCCCN1C(=O)N(c2ccc(Cl)cc2)C(C)(O)CC1(C)C (stereo not drawn),-3%,-7,8%,-13%,?,-9%,-13%,2%,-1%
O=C(CC1SC(=Nc2ccccc2)N(Cc2ccccn2)C1=O)Nc1cccc(Cl)c1 (stereo not drawn),-13%,-3,1%,-18%[60.1 µM],-13%,1%,0%,10%,?
CCN(CC)CCNC(=O)c1ccc2c(=O)n(CCc3ccccc3)c(=O)[nH]c2c1,4%,-1,2%,-13%,-13%,-6%,-2%,6%,11%
COC(=O)c1ccc(Cn2cc(/C=C\[N+](=O)[O-])c3ccccc32)o1,-17%,-95*,-5%,-14%,-18%,-8%,2%,1%,?
O=C(CCc1c[nH]c2ccccc12)NCc1ccncc1,2%,-7,-4%,3%,1%,-11%,10%,18%,3%
COc1ccc(CCn2ccc(O)c(Cc3ccc(Cl)cc3)c2=O)cc1OC,2%,-5,-3%,-2%,-11%,-17%,-2%,-9%,30%[activator]
CSc1ccccc1NC(=O)CN(C)CC(=O)Nc1ccc(N2CCOCC2)cc1,-1%,-5,26%,7%,-4%,-17%,-7%,7%,48%[activator]
CN1CCN(C(=O)c2ccccc2N(Cc2ccccc2)S(C)(=O)=O)CC1,-4%,-4,i,1%,10%,-13%,16%,2%,5%
C=CCOc1c(Br)cc(CNn2nnnc2N)cc1OCC,-2%,-2,-9%,-12%,-1%,-24%,-1%,-13%,3%
Cc1cc2ncc(S(C)(=O)=O)c(N)n2n1,-1%,-4,i,5%,-1%,-17%,-5%,17%,68%[activator]
Cc1cc(C)c(S(=O)(=O)N2CCN=C2c2ccccc2)c(C)c1,3%,10,-5%,-17%,-5%,-9%,1%,13%,3%
Fc1ccc(N2CCN(c3ccc4c(C(F)(F)F)cc(C(F)(F)F)nc4n3)CC2)cc1,-10%,-12,-15%,-9%,?,10%,3%,84%,174%[activator]
CCCNC(=O)c1onc(CS(=O)(=O)c2cccc(OC)c2)c1C(=O)NCCC,nt,nt,2%,-6%,nt,-16%,6%,nt,25%
CC(Nc1[nH]c(=O)n(C)c(=O)c1N=O)c1ccccc1 (stereo not drawn),-3%,-3,3%,-9%,0%,10%,5%,-2%,55%[activator]
COCCn1c(SCC(=O)Nc2ccc3c(c2)OCCO3)nc2c(c1=O)SC(C)C2 (stereo not drawn),-1%,-19,-2%,-13%,-15%,2%,3%,-3%,11%
CC(O)CCC(=O)NNC1CC(=O)N(c2ccccc2)C1=O (stereo not drawn),-2%,7,-9%,-7%,-1%,-17%,1%,-29%,47%[activator]
O=C(COCc1cc(-c2cccs2)on1)NC1CCCCC1,-1%,-13,-11%,13%,4%,-9%,33%,20%,14%
Cc1ccc(N2CC(C(=O)N3CCC4(CC3)CC(=O)c3ccccc3O4)CC2=O)cc1 (stereo not drawn),nt,-15,-7%,-1%,nt,-18%,37%,nt,44%[activator]
COC(=O)C(Cc1ccc(O)cc1)NC(=O)C(C)NC(=O)c1ccc(C(C)(C)C)cc1 (stereo not drawn),-6%,-3,-3%,-7%,-4%,-8%,42%,8%,33%[activator]
CC(C)(C)OC(=O)C[C@H]1C/C=C\C[C@H](CC(=O)N[C@@H](CO)Cc2ccccc2)C(=O)N[C@H](C(C)(C)C)COC1=O,nt,nt,?,-1%,nt,-12%,13µM*,nt,10%
CN(C)S(=O)(=O)c1ccc(NC(=O)Cn2nc(-c3ccc4c(c3)OCCO4)ccc2=O)cc1,nt,-5,-7%,-23%,nt,-16%,nt,nt,97%[activator]
COc1cccc(CNC(=O)COC(=O)c2cc([N+](=O)[O-])ccc2N2CCCC2)c1,nt,2,-3%,-1%,nt,-15%,15%,nt,20%
Cc1ccc(C)c(NC(=O)CN(C)C(=O)CSC(C)C(=O)Nc2cc(C)on2)c1 (stereo not drawn),-6%,11,-7%,-11%,-2%,-1%,0%,6%,19%
CSc1ccc(CN(C)C(=O)c2cc(=O)[nH]c3ccccc23)cc1,0%,0,-9%,-5%,-14%,-11%,41%,21%,-10%
NC(=S)N/N=C/c1ccc(-c2cccc([N+](=O)[O-])c2)o1,-4%,nt,-10%,-3%,?,-16%,?,-16%,-15%
CCC(CC)C(=O)N(CCc1ccc(OC)cc1)Cc1nc2ccccc2c(=O)[nH]1,-1%,-32,i,-7%,?,-13%,-1%,0%,-24%
O=C(NCCCN1CCN(c2ccc(F)cc2)CC1)c1ccc2nc(CCc3ccccc3)oc2c1,-1%,-10,-7%,-16%[60.1 µM],-11%,-16%,nt,16%,16%
CCOc1ccccc1NC(=O)CSc1nnc(CCC(=O)Nc2ccccc2F)n1C,2%,-5,8%,-1%,-11%,-8%,44%,-16%,26%
Cc1ccc(CN2CCC(Oc3cccc(C(=O)N(C)CCN(C)C)c3)CC2)cc1C,5%,2,6%,1%,-9%,-20%,6%,-1%,24%
Cc1cc(C)n(C(C[N+](=O)[O-])c2ccc(Cl)cc2)n1 (stereo not drawn),2%,nt,i,1%,?,-8%,13%,3%,-11%
CCn1c2ccccc2c2cc(CNCCCN3CCOCC3)ccc21,30%,-9,1%,0%,-15%,-20%,-4%,-30%,19%
COc1cc(C(=O)Nc2cc(C)c(OCC(=O)N3CCOCC3)c(C)c2)cc(OC)c1OC,2%,1,-5%,-3%,-8%,-11%,-10%,1%,2%
CC1CCCCC1NC(=O)COC(=O)c1cc(=O)[nH]c2ccccc12 (stereo not drawn),nt,0,1%,1%,nt,-22%,23%,nt,20%
Cc1ccc(S(=O)(=O)N2CCCC(C(=O)NC3CC3)C2)cc1 (stereo not drawn),1%,14,-7%,0%,-2%,-5%,-1%,6%,15%
Cc1c(NC(=S)N/N=C/c2cccc(O)c2)c(=O)n(-c2ccccc2)n1C,-1%,-7,-7%,-1%,-8%,-8%,-1%,-22%,-21%
COc1ccc(/C=C/C(=O)NC(=S)N2CCCCC2)cc1OC,0%,6,-2%,0%,-4%,-13%,25%,17%,57%[activator]
O=C(Cc1ccc(Cl)cc1)NCC(=O)N1CCCC1,0%,-12,-10%,-3%,-7%,2%,-1%,0%,15%
CCN(CC)S(=O)(=O)c1ccc(NC(=O)CSc2nnc(-c3cccc(OC)c3)n2C)cc1,-5%,3,-3%,-12%,-23%,-2%,12%,17%,0%[58.9 µM]

Brought forward from above: 2 entries, then new ones.
canonical_smiles,BLM helicase inh,RXFP1 antagonist,PGK inhibitor,Pol kappa inh,Apoferritin bind,POLH inh,APE1 inh,Pol beta inh,POLI inh
O=C(Cc1ccc(Cl)cc1)NCC(=O)N1CCCC1,0%,-12,-10%,-3%,-7%,2%,-1%,0%,15%
CCN(CC)S(=O)(=O)c1ccc(NC(=O)CSc2nnc(-c3cccc(OC)c3)n2C)cc1,-5%,3,-3%,-12%,-23%,-2%,12%,17%,0%[58.9 µM]
O=C(NC(=S)Nc1ccccc1)c1ccc(-c2ccccc2)cc1,0%,11,-2%,-6%,-2%,-3%,17%,4%,3%
Cc1ccc(NC(=O)CN2C(=O)CCn3nc(-c4cccn4C)cc32)cc1,0%,-4,-8%,-10%[60.1 µM],-12%,-12%,nt,7%,25%
O=S(=O)(c1ccc(Br)cc1)N1CCCC1,-4%,12,-10%,-16%,-7%,2%,16%,3%,-4%
CCCCn1c(O)c(N=NC(=O)c2ccccc2NS(=O)(=O)c2cccs2)c2ccccc21,-14%,5,-7%,1%,-10%,-7%,-5%,?,7%
O=C(NCC(=O)N(CCN1CCOCC1)C(C(=O)NC1CCCC1)c1cccnc1)c1cccs1 (stereo not drawn),0%,4,-8%,-10%,-10%,-4%,1%,20%,17%

Screens: PubChem BioAssay, National Center for Advancing Translational Sciences (NCATS)
